Screens (PubChem BioAssay)
CHT inh: inhibitors of human choline transporter CHT. AID 488975, 2010. B-score at 10 µM. actives 0.86% (n = 310,000). CHT-expressing cells, membrane potential dye, choline response; active compounds read low. High affinity choline transporter 1 (Homo sapiens), Q9GZV3;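 active = B-score over 3 SD under the library average, and starting fluorescence ratio not unusually high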;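 note: choline stimulus applied at its EC90 after an EC20 pre-addition; B-score computed on integrated fluorescence ratio after choline addition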
Target sequence (Q9GZV3 whole entry, looked up): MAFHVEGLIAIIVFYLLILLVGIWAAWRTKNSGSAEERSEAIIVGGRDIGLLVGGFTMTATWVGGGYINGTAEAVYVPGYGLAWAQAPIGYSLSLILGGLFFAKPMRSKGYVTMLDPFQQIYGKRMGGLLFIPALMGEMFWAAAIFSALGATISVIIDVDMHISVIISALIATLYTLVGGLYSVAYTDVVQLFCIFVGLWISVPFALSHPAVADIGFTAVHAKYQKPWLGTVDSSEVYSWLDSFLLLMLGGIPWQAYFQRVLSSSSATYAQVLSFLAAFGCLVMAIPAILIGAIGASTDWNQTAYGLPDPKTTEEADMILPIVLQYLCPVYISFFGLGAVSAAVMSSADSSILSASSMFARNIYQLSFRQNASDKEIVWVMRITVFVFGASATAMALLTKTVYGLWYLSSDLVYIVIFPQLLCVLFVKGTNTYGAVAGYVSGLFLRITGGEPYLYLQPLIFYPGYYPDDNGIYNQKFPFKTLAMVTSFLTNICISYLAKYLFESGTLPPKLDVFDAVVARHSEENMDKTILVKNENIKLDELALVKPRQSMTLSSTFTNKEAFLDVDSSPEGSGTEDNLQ
KCNQ2 inh: KCNQ2 potassium channel inhibitors, primary screen, cell-based, CHO-K1, FluxOR thallium flux, B-score (AID 2156); Potassium voltage-gated channel subfamily KQT member 2 (Rattus norvegicus), O88943; 20 min; active compounds read low; B-score at 10 µM; actives 1.1% (n = 310,000);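 active = fluorescence ratio B-score at most minus 3 library SDs, with starting brightness B-score within 2 library SDs, cut at about -5.5 in these data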
* = called active by the depositor; i = inactive; x = not tested or not shown.

CHT inh,KCNQ2 inh,canonical_smiles
i,i,Cc1c(C(=O)OCC2CCCO2)[nH]c2c1C(=O)CC(c1ccc(N(C)C)cc1)C2 (stereo unspecified)
i,i,O=C(Nc1ccccc1N1CCCC1)c1cc2ccccc2o1
i,i,Cc1cc(C)c(S(=O)(=O)NCc2cn3ccccc3n2)c(C)c1
i,i,COc1cccc(C2C(C(N)=O)=C(C)Nc3nc(-c4ccccc4Cl)nn32)c1 (stereo unspecified)
i,i,Cc1cccc(C(=O)Nc2cccc(OC(=O)c3cccc(C)c3)c2)c1
i,i,COc1ccc(CCN(Cc2cccs2)S(=O)(=O)c2ccc(S(=O)(=O)N3CCCCCC3)cc2)cc1OC
i,i,CC(=O)OCCn1c(=O)c2cc3c(=O)n(CCOC(C)=O)c(=O)c3cc2c1=O
i,x,CC(C(=O)O)N1C(=O)/C(=C/c2cccn2C)SC1=S (stereo unspecified)
i,i,CC(C)(C)NC(=O)C(=O)NC(=O)c1c(F)cccc1Cl
i,i,Cc1ccc(NC(=O)Nc2ccc3c(c2)nc(C)n3C)cc1
i,i,Cc1cc(C(F)F)n2nc(C(=O)Nc3sc4c(c3C#N)CCC(C)C4)nc2n1 (stereo unspecified)
i,i,CC(C(=O)O/N=C(\N)c1cccnc1)c1ccc([N+](=O)[O-])cc1 (stereo unspecified)
i,i,CCn1c(/C=N/c2nc3ccccc3n2C)nc2ccccc21
i,i,CCC1=C([N+](=O)[O-])C(c2ccc3c(c2)OCO3)NC(=O)N1 (stereo unspecified)
i,i,O=C(O)CCCc1ccc2c(c1)CCc1ccccc1-2
i,i,O=[N+]([O-])c1ccc(S(=O)(=O)N2CCN(c3ccnc4cc(Cl)ccc34)CC2)cc1
-7.7*,i,Cc1ccc(-c2csc(NC(=O)c3cccc(C)c3)c2C(=O)O)cc1
i,i,Cc1ccc(S(=O)(=O)N2CCC(C(=O)NC3CC(C)(C)NC(C)(C)C3)CC2)cc1C
i,i,CCOc1ccccc1NC(=O)COC(=O)Cc1cccs1
i,i,CCCCNC(=O)[C@@H]1CC=C[C@@H]2CCN(C3CC3)C(=O)[C@@H]21
i,i,Cc1cc(=O)c(C(=O)O)nn1-c1ccccc1C(F)(F)F
i,i,Cc1cccc(NC(=O)c2ccc(C(=O)Nc3cccc(C)c3)nc2)c1
i,i,CC(=O)Nc1sc(C)c(C)c1C(=O)OC1CCOC1=O (stereo unspecified)
i,i,COc1ccc(Br)cc1CNC(=O)C1CCC(=O)N1C(C)C (stereo unspecified)
i,i,O=C(NCc1ccccc1Cl)C1CCN(C(=O)c2ccco2)CC1
i,i,Cc1ccccc1NC(=O)/C(=C/c1ccccc1)c1ccccc1
i,i,CC1CCCN(CC(O)COCc2ccccc2)C1 (stereo unspecified)
i,i,Cc1ccc(/C=N/NC(=O)CNC(=O)c2cccs2)o1
i,i,O=S(=O)(Nc1cccc(-c2nnco2)c1)c1ccc(Cl)cc1
i,i,COc1cc(O)c(C(CCN2CCN(c3ccccc3)CC2)c2ccc(N(C)C)cc2)c(OC)c1 (stereo unspecified)
i,i,CCS(=O)(=O)c1nc(S(=O)(=O)c2ccc(Cl)cc2)c(NCCCN2CCOCC2)s1
i,i,NC(=O)CSc1nnc(-c2ccccn2)n1Cc1ccco1
i,i,CCOC(=O)CSc1ccc(C(=O)NCCCN2CCOCC2)cc1[N+](=O)[O-]
i,i,Cc1c2cnn(CC(=O)NCCCN3CC(C)CC(C)C3)c(=O)c2c(C)n1Cc1ccccc1Cl (stereo unspecified)
i,i,C/C(=N/NC(=O)CSc1nc2ccccc2s1)c1ccncc1
i,i,CN(C(=O)c1ccno1)c1nnc(-c2ccccn2)s1
i,i,C=CCn1c(=O)c(C(=O)Nc2cccnc2)c(O)c2ccccc21
i,i,CN(CCOc1ccc(F)cc1)Cc1ccccc1
i,i,COc1ccc(C(=O)N/N=C\c2coc3ccc(C)cc3c2=O)cc1
i,i,Cc1c(CC(=O)NCC(=O)O)c(=O)oc2cc3occ(-c4ccccc4)c3cc12
i,i,CCc1nnc(N/N=C/c2c(C)[nH]c3ccccc23)n1N
i,i,COC(=O)NCC(c1ccco1)N1CCN(c2ccc(OC)cc2)CC1 (stereo unspecified)
i,i,O=S(=O)(CCOc1ccccc1)c1nc2ccccc2[nH]1
i,i,COc1ccc2nc(-c3ccccc3)nc(C3CCCCC3)c2c1
i,i,COc1ccccc1Nc1ccncc1[N+](=O)[O-]
i,i,COc1cc(CO)ccc1OCC(=O)Nc1ccc(Br)cc1
i,i,Cc1ccc(S(=O)(=O)NCC(c2ccco2)N2CCc3ccccc32)cc1 (stereo unspecified)
i,i,O=C(NCC1CCN(c2ccc(S(=O)(=O)N3CCOCC3)cc2)CC1)Nc1ccccc1
i,i,COc1cc(CN2CCN(C(C)C)C(CCO)C2)ccc1OCc1ccccc1 (stereo unspecified)
i,x,C[C@@H](O)Cc1cn(CC(=O)NCCCCCCCCCCC(=O)N2CCNCC2)nn1

More records.
CHT inh,KCNQ2 inh,canonical_smiles
i,i,O=C(OCC(=O)N1CCOCC1)c1ccccc1SCC(=O)N1CCCC1
i,i,CN(C)c1nc(C#N)nc(N2CCOCC2)n1
i,i,CCN1C(=O)CCC(C(=O)O)C1c1ccc(OC)cc1 (stereo unspecified)
i,i,N#Cc1c(-c2ccco2)cc(C2CC2)nc1SCC(=O)c1ccccc1
i,i,C[C@@H](C(=O)NCC1CC1)[C@H]1C[C@]1(C)[C@H](NC(=O)OCc1ccccc1)c1ccccc1
i,i,CSC1=N/C(=C\c2ccc3c(c2)OCO3)C(=O)S1
i,i,CCSc1nc(N)c2c(C)c(C)sc2n1
i,i,COc1ccc(S(=O)(=O)N2CCC(C(=O)N[C@@H](C)C(=O)NCc3ccc(F)cc3)CC2)cc1
i,i,CCCNC(=O)NCCc1c(C)[nH]c2ccccc12
i,i,NC(=O)NC(=O)COC(=O)c1ccccc1Oc1ccccc1
i,i,C=CCn1cnc2c(NCc3ccccc3)ncnc21
i,i,COc1ccc(CN2CCC(n3nccc3NC(=O)C3CCCC3)CC2)c(OC)c1
i,-7.1*,COc1ccc(OC)c(C(=O)CSc2nnc(Cc3cccs3)n2CCc2ccccc2)c1
i,i,COc1ccccc1CNC(=O)C(C)c1ccc([N+](=O)[O-])cc1 (stereo unspecified)
i,i,CCCCNC(=O)c1ccc(SCC(=O)N(CC)CC)c([N+](=O)[O-])c1
i,i,O=S(=O)(NCC(c1cccnc1)N1CCN(c2ccc(F)cc2)CC1)c1cccs1 (stereo unspecified)
i,x,CN(C)C1=NC[C@H](Cc2ccccc2)N1CC1CCCCC1
i,i,C=CCOC(=O)C1=C(C)NC(=O)NC1c1ccc2c(c1)OCO2 (stereo unspecified)
i,i,CCCCc1ccc(S(=O)(=O)NNC(=S)NCc2ccco2)cc1
i,i,O=C(NCC(=O)N1CCN(S(=O)(=O)c2ccccc2F)CC1)c1ccc2ccccc2c1
i,i,O=C(N/N=C/c1ccccc1OC(F)F)NC1CCCCC1
i,i,COc1ccc(NC(=O)CN(C)S(=O)(=O)c2cnc[nH]2)cc1Cl
i,i,Cc1ccc(C)c(OCCn2cc(C(=O)O)c3ccccc32)c1
i,i,O=C(CCc1c[nH]c2ccccc12)N[C@@H](Cc1c[nH]c2ccc(O)cc12)C(=O)O
-6.4*,i,COc1cccc(NC(=S)N(Cc2ccc(C(=O)O)cc2)Cc2ccc(OC)c(OC)c2)c1

Some of these compounds in order of count of non-hydrogen atoms, rising.
CHT inh,KCNQ2 inh,canonical_smiles
i,i,CCSc1nc(N)c2c(C)c(C)sc2n1
i,i,CN(C)c1nc(C#N)nc(N2CCOCC2)n1
i,i,CSC1=N/C(=C\c2ccc3c(c2)OCO3)C(=O)S1
i,i,CCCNC(=O)NCCc1c(C)[nH]c2ccccc12
i,i,C=CCn1cnc2c(NCc3ccccc3)ncnc21
i,i,O=C(N/N=C/c1ccccc1OC(F)F)NC1CCCCC1
i,i,NC(=O)NC(=O)COC(=O)c1ccccc1Oc1ccccc1
i,i,CCCCc1ccc(S(=O)(=O)NNC(=S)NCc2ccco2)cc1
i,i,CCCCNC(=O)c1ccc(SCC(=O)N(CC)CC)c([N+](=O)[O-])c1
i,i,N#Cc1c(-c2ccco2)cc(C2CC2)nc1SCC(=O)c1ccccc1
i,i,O=C(OCC(=O)N1CCOCC1)c1ccccc1SCC(=O)N1CCCC1
i,i,O=C(CCc1c[nH]c2ccccc12)N[C@@H](Cc1c[nH]c2ccc(O)cc12)C(=O)O
i,i,COc1ccc(CN2CCC(n3nccc3NC(=O)C3CCCC3)CC2)c(OC)c1
i,i,C[C@@H](C(=O)NCC1CC1)[C@H]1C[C@]1(C)[C@H](NC(=O)OCc1ccccc1)c1ccccc1
i,i,O=C(NCC(=O)N1CCN(S(=O)(=O)c2ccccc2F)CC1)c1ccc2ccccc2c1
i,i,COc1ccc(S(=O)(=O)N2CCC(C(=O)N[C@@H](C)C(=O)NCc3ccc(F)cc3)CC2)cc1

Next entries follow:
CHT inh,KCNQ2 inh,canonical_smiles
i,i,CCc1cccc(OCCCCN(CC)CC)c1
i,i,Cc1cc(C)nc(N2CCCC(C(=O)NCCC3=CCCCC3)C2)n1 (stereo unspecified)
i,i,CCCCCCCCCC(=O)NNC(=O)c1c(O)c2ccccc2n(CC)c1=O
i,i,N#CCSc1ccsc1C(=O)Nc1ccc(F)cc1
i,i,Cc1csc(NC(=O)CSc2ccc3nnc(CCNS(=O)(=O)c4ccccc4)n3n2)n1
i,i,CCCN1CCC(=O)N([C@H](COc2ccccc2)c2ccccc2)CC1
i,i,c1cn2c(Nc3ccc4c(c3)OCCO4)c(-c3ccc(N4CCOCC4)cc3)nc2cn1
i,i,Cc1cc(OCC(=O)Nc2ccc3oc(-c4ccncc4)nc3c2)ccc1Cl
i,i,O=C1CN(/N=C/c2ccc([N+](=O)[O-])o2)C(=O)N1
i,i,COc1ccc(/C=C/c2cc(=O)c3cc(Cl)ccc3o2)cc1
i,i,CCOc1c(Cl)cc(CNCC(C)C)cc1OC
i,i,O=C(NCc1ccccc1)C(c1ccccc1F)N(CC1CCCO1)C(=O)c1ccccn1 (stereo unspecified)
i,i,O=[N+]([O-])c1ccc(S(=O)(=O)Nc2ccc3c(c2)OCCO3)cc1
i,i,Cc1ccccc1NC(=O)C(=O)NC(C)CCc1ccccc1 (stereo unspecified)
i,i,O=C(CSc1cccc[n+]1[O-])Nc1ccccc1Oc1ccccc1
i,i,O=c1c(/C=C(\O)c2ccc(F)cc2)nc2ccccc2n1-c1ccccc1
i,i,Cc1ccccc1-n1c(=O)cc(N2CCN(C(=O)c3ccco3)CC2)[nH]c1=O
i,i,O=C(N/C(=C\c1ccccc1)C(=O)N1CCOCC1)c1cccc(Br)c1
i,i,COc1cc(C)c(S(=O)(=O)N2CCOCC2)cc1C(C)C
i,i,O=C(Nc1ccccc1)c1cc([N+](=O)[O-])ccc1NC1CCCCC1
i,i,COc1ccccc1C(=O)Nc1ccc2oc(-c3ccc(F)cc3)nc2c1
i,i,NC(=O)CN1C(=O)C(=O)N(Cc2cccc(C(F)(F)F)c2)C1=O
i,i,COc1ccccc1N1C(=O)[C@@H]2C(C(=O)CN3C(=O)c4ccccc4C3=O)=NN[C@@H]2C1=O
i,i,COc1ccc(NC(=O)c2ccc(Br)o2)c([N+](=O)[O-])c1
i,i,COc1ccc(OCCNC(=O)C(Cc2c[nH]c3ccccc23)NC(C)=O)cc1 (stereo unspecified)
i,i,CCOC(=O)CC(=O)c1cc(OC)c(OC)c(OC)c1
i,i,CCOC(=O)c1c(C)oc2c1c1c(c3ccccc32)OCN(CCCC(=O)O)C1
i,i,Cc1ccc(NC(=O)c2ncn[nH]2)cc1
i,i,Cc1ccc2c(CN3CCN(S(=O)(=O)/C=C/c4ccccc4)CC3)cc(=O)oc2c1
i,i,O=S(=O)(c1ccc(Br)cc1)N1CCC(c2nc3ccccc3[nH]2)CC1
i,i,CCOC(=O)N1CCN(CCC(=O)Nc2ccc(Br)cc2)CC1
i,i,COC(=O)c1ccccc1-n1c(CCC(=O)O)ccc1-c1ccccc1
i,i,COc1ccc(/C=N\NC(=O)COc2ccccc2)c(C(=O)O)c1OC
i,i,Cc1cc(NS(=O)(=O)c2cccs2)no1
i,i,Cc1ccc(C(=O)N2N=C(CC(C)C)CC2(O)C(F)(F)F)o1 (stereo unspecified)
i,i,CC1CC(C)(C)CC2(C1)NC(=O)N(CC(=O)Nc1ccc(N3CCCCC3)cc1)C2=O (stereo unspecified)
i,i,O=C(N/N=C/c1[nH]c2ccccc2c1Cl)c1cccc(Br)c1
i,i,O=C(CNC(=S)N(Cc1ccccc1F)C1CCCCC1)NCCN1CCOCC1
i,i,Cc1ccc(NC(=O)c2cccc(OCc3c(C)noc3C)c2)c(C)c1
i,i,COc1ccc(CN2C3CCCC2CC(NC(=O)Nc2ccccc2)C3)cc1 (stereo unspecified)
-14*,i,CSc1ccc(S(=O)(=O)N2CCC(C(=O)N3CCc4ccccc4C3)CC2)cc1
i,i,COC(=O)C(CC(C)C)NC(=O)c1cc(OC)c(OC)c(OC)c1 (stereo unspecified)
i,i,COC(=O)CSc1nnc(CNc2ccc(F)cc2)o1
i,i,CC(C)CCNC(=S)NC1CCCC1
i,i,Cc1cccc(NC(=O)C2C3CCC4C(CCC32)C4(Cl)Cl)c1 (stereo unspecified)
i,i,COc1ccccc1C1C(C(C)=O)=C(C)N=c2s/c(=C\c3cc(OC)c(OC)c(OC)c3)c(=O)n21 (stereo unspecified)
i,i,COc1ccc(CCNC(=O)C2CCCN2S(=O)(=O)c2cccc3nsnc23)cc1OC (stereo unspecified)
i,i,O=C(CNS(=O)(=O)c1ccc(C(=O)N2CCCCC2)cc1)N1CCCCC1
